Screening results: PubChem BioAssay, National Center for Advancing Translational Sciences (NCATS)
GPT2 inhibitor = Primary qHTS assay for inhibitors of Glutamate pyruvate transaminase 2 (GPT2). Recombinant GPT2, coupled pyruvate oxidase/HRP Amplex Red fluorescence. Potency, µM (doses to about 57.7 µM), for inactives: at the highest dose activity change, negative = inhibition, most hits filed as inhibitors. 0.25% of 100,000 active. AID 1671188, 2021; also: potency is read from the fitted curve at half-maximal effect; nearly all actives have a fitted effect of over 60% in size; many of its hits are not listed in these tables
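Fluorescence read-out: pyruvate from GPT2 turnover coupled to pyruvate oxidase, HRP and Amplex Red (0.2mM ThPP, 0.2U/mL PO and HRP, 50uM Amplex final). Substrates 250uM a-KG, 2mM L-alanine; enzyme 10ng/uL; 30 min RT.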
SNCA viab count = GF-AFC viability counterscreen for inhibitors of alpha-synuclein gene (SNCA) expression; HEK-293-SNCA-luc viability, GF-AFC fluorescence, 24 h; 0.12% of 150,000 active; Potency, µM (top dose mostly 57.1 µM), without a hit: at the highest dose activity change, negative = cytotoxicity, most hits filed as cytotoxic;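 also: potency is read from the fitted curve at half-maximal effect; 0% = DMSO-treated cells and -100% = medium-only wells without cells; nearly all actives have a fitted effect of over 30% in size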
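HEK-293-SNCA-luc cells (1500/well) plated 24 h, then exposed 24 h to a dilution series; GF-AFC added 30 min at 37C, fluorescence 405/540 nm; normalised to medium-only and DMSO wells, Hill fit.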
3T3 cytotox = Cytotoxic Profiling in NIH 3T3 Cell Line of Diverse Libraries Using Quantitative High-Throughput Screening | 4.3% of 94,000 active | Potency, µM (doses to about 96.7 µM), without a hit: at the top dose activity change, negative = cytotoxicity, usual class: inhibitors | NIH 3T3 viability, CellTiter-Glo ATP luminescence, 48-72 h; also: potency is read from the fitted curve at half-maximal effect; nearly all actives have a fitted effect of over 55% in size
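Viability of NIH 3T3 cells after 48 or 72 hr compound treatment at 37 °C was assessed by CellTiter-Glo, with luminescence imaged following a 10 min room-temperature step.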
Luciferase inh = Firefly luciferase inhibition profiling of diverse chemical library using quantitative high-throughput screening | Luciferin 4-monooxygenase (Photinus pyralis), P08659 | purified P. pyralis luciferase, luminescence, biochemical | Potency, µM (top dose mostly 115 µM), without a hit: at the highest dose activity change, negative = inhibition, most hits filed as inhibitors | 2.5% of 76,000 active | AID 1347043, 2019; also: potency is read from the fitted curve at half-maximal effect; nearly all actives have a fitted effect of over 65% in size
Target sequence (P08659 whole entry, looked up): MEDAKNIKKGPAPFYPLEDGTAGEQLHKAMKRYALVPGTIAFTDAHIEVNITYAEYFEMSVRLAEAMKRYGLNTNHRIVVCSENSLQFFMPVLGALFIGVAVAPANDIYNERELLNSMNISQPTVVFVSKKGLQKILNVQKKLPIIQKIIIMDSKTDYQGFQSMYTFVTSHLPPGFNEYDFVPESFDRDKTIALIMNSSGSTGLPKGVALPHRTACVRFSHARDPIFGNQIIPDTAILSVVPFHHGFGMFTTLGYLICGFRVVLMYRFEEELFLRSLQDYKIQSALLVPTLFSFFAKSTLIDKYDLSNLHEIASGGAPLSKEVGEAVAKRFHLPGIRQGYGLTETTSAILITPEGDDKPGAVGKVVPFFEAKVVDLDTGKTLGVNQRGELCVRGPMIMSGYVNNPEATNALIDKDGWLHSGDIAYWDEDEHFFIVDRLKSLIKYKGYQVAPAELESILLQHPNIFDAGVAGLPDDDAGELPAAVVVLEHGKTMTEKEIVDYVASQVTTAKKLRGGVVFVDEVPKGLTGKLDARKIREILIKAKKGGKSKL
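Purified 10nM P. pyralis luciferase with 10uM D-luciferin and 10uM ATP in 50mM Tris acetate pH 7.5, 10mM Mg acetate, 0.01% Tween-20, 0.05% BSA. qHTS titration; luminescence read by CCD imager.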
SNCA expr inh = Primary qHTS assay for inhibitors of alpha-synuclein gene (SNCA) expression; HEK-293 SNCA-luciferase knock-in, luminescence, 24 h; Potency, µM (titrated, usually from 57.2 µM), inactives show at the highest dose activity change, negative = inhibition, actives largely listed as inhibitors; 0.17% of 140,000 active;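 also: potency is read from the fitted curve at half-maximal effect; plate controls were DMSO cells for no effect and cell-free wells for full effect; nearly all actives have a fitted effect of over 45% in size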
IP6K1 inhibitor = Primary qHTS assay for small molecule inhibitors of Inositol hexaphosphate kinase 1 (IP6K1); Inositol hexakisphosphate kinase 1 (Homo sapiens), Q92551; IP6K1 kinase, ADP-Glo luminescence, 2 h; active compounds read low; activity change, % (series mostly up to about 58 µM); 0.81% of 140,000 active; in the data active = activity change below about -25%
Target sequence (Q92551 whole entry, looked up): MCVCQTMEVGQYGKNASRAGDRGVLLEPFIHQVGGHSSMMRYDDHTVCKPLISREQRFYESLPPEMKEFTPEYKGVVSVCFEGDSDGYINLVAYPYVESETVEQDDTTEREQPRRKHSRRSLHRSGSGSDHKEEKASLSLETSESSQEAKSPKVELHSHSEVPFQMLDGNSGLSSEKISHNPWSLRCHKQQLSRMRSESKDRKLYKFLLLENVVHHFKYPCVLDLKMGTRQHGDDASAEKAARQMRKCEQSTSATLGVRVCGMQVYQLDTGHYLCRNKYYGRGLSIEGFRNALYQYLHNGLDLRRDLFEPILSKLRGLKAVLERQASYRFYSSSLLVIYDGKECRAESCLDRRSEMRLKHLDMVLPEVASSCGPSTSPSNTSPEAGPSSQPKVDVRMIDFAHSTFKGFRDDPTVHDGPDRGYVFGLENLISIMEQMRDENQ
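ADP-Glo luminescence measures ADP made by human IP6K1 during a 2 h RT reaction with ATP/IP6 (mix at 1.3 mM/130 uM); top library doses 57.5 and 19.1 uM final.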
HEK cytotox = Cytotoxic Profiling in HEK 293 Cell Line of Diverse Libraries Using Quantitative High-Throughput Screening; HEK 293 viability, ATP luminescence (CellTiter-Glo), 48-72 h; Potency, µM (highest dose often 115 µM), inactives show at the top dose activity change, negative = cytotoxicity, actives largely listed as inhibitors; 6.6% of 94,000 active; AID 1345083, 2018; also: potency is read from the fitted curve at half-maximal effect; nearly all actives have a fitted effect of over 60% in size
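Luminescence from cellular ATP, measured with CellTiter-Glo, indicates HEK 293 viability. Cells plated at 250 cells/well are treated with compound for 48 or 72 hr at 37 degree Celsius before reagent addition.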
The depositor's hits bear a star; i = inactive; ? = inconclusive; · = not tested or not shown; [ ] = remark or other dose. Unless noted, calls follow the shape of the dose curve; as a rule, active = well fitted curve in the direction sought with a large enough effect; inconclusive = small, poorly fitted or top-dose-only effect, or another doubt; inactive = no such curve, though single readings can be large; an effect the other way counts as inactive or inconclusive. Unless noted, % is scaled to controls: 0 for no effect and ±100 for the full control effect.

| Structure | GPT2 inhibitor | SNCA viab count | 3T3 cytotox | Luciferase inh | SNCA expr inh | IP6K1 inhibitor | HEK cytotox |
| --- | --- | --- | --- | --- | --- | --- | --- |
| O=C(NCC1CC1)c1cccc(OC2CN(Cc3cccc(F)c3)C2)c1 | 1% | -5% | ? | -16% | 27% | -1 | ? |
| COc1cc(Nc2ncc3c(n2)CCN(Cc2cc(F)cc(F)c2)C3)cc(OC)c1 | · | -13% | · | · | 21% | -8 | · |
| COc1ccc(-c2nc3c(c(-c4ccccc4)n2)CN(C(=O)C(C)(C)C)CC3)cc1 | i | -5% | ? | -14% | 7% | -8 | ? |
| CCCOc1ccc(CNC(=O)C(CC)n2nc(C)c3sc4ccccc4c3c2=O)cc1 (centres undefined) | · | 7% | · | · | 26% | 5 | · |
| O=C1NCCN(Cc2ccoc2)C1CC(=O)N(CCO)Cc1ccccc1F (centres undefined) | -23% | 10% | -13% | -2% | -2% | 17 | -17% |
| CCn1nc(CC(C)C)cc1C(=O)N1C[C@@H](NC(C)=O)[C@H](C(C)C)C1 | -3%[11.5 µM] | 0% | -9% | 8% | 2% | -6 | 3% |
| COc1ccc(C(=O)N[C@@H]2CCC[C@@H]2C(=O)NCc2ccc(OC(C)C)cc2)cc1 | i | -19% | -15% | 4% | -19% | 23 | -7% |
| COCCCn1c(C)cnc1C1CCN(C(=O)c2ccc(C)nc2)C1 (centres undefined) | 3% | 15% | -10% | · | -11% | 8 | -4% |
| C=C1CCC2[C@](C)(CCC[C@]2(C)C(=O)O)[C@H]1CC/C(C)=C/C(=O)OC (some centres undefined) | -5%[27.3 µM] | -1% | · | · | · | 1 | · |
| Cn1ncc2c(C(=O)N3CCC(Cc4ccccc4)CC3)cc(-c3ccccc3C(F)(F)F)nc21 | · | · | 28µM* | · | · | 6 | 40µM* |
| COc1ccc(CN2CCc3c(c(=O)n4ncc(C(=O)N5CCN(c6ccccc6F)CC5)c4n3C)C2)cc1 | · | -5% | · | · | -10% | -18 | · |
| Cc1ccccc1CN1c2ccccc2-c2nc(SCC(=O)Nc3cc(F)ccc3F)ncc2S1(=O)=O | · | -11% | · | · | 48%[activator] | 35 | · |
| C[C@@H]1O[C@@H](OC[C@H]2O[C@@H](OCC3CCC4CC3C4(C)C)[C@H](O)[C@@H](O)[C@@H]2O)[C@H](O)[C@H](O)[C@H]1O (some centres undefined) | i | -7%[23.9 µM] | · | · | · | 12 | · |
| COCCN1C(=O)c2ccccc2C(C(=O)NC2CCCCCC2)C12CCCC2 (centres undefined) | i | 1% | -1% | 1% | -15% | 13 | -16% |
| COc1ccc(CCNC(=O)Cn2c(=O)c3cccn3c3ccc(F)cc32)cc1OC | · | -3% | · | · | 6% | -2 | · |
| O=C(C1CCCCCC1)N1CCC(n2cc(-c3ccsc3)nn2)CC1 | -1% | -24% | -25% | -11% | -6% | 1 | ? |
| COc1cc2c(cc1OC)CN(Cc1cc3n(n1)CCCNC3)CC2 | i | -2% | -21% | 2% | -5% | 7 | -8% |
| O=C(c1ccccc1F)N1CCCC2(CC(c3cccc(C(F)(F)F)c3)=NO2)C1 (centres undefined) | -1% | 2% | ? | 6% | -12% | 10 | ? |
| CC(C)N1CCN(C(=O)C2CCN(c3cnn(Cc4ccccc4)c(=O)c3)C2)CC1 (centres undefined) | i | 10% | -25% | · | 13% | 4 | -9% |
| CCC1=Nc2cc(C(=O)NCc3ccccc3OC)ccc2Sc2ccc(Cl)cc21 | · | ? | · | · | -6% | 6 | · |
| O=S(=O)(NC[C@H]1O[C@@H](CO)[C@@H](O)[C@H]1N1CCN(c2ccccn2)CC1)c1ccc(Cl)cc1 | -2% | 4% | -27% | -5% | 34% | -2 | ? |
| O=C(c1ccc2c(c1)OCO2)N1CCCN(c2cc(-c3ccc(Br)cc3)[nH]n2)CC1 | ? | ? | ? | -6% | ? | 7 | ? |
| Cc1ccc(NC(=O)c2cccc3c(=O)c4c([nH]c23)CCCC4)c(C)c1 | · | -8% | · | · | 3% | 17 | · |
| O=C(NCc1cccc(C(F)(F)F)c1)C1CCN(c2cnn(CC3CC3)c(=O)c2)C1 (centres undefined) | i | -3% | ? | · | 22% | -4 | ? |
| CCOc1ccc(NC(=O)c2c(NC(=O)Cc3ccccc3)sc3c2CCC(C)C3)cc1 (centres undefined) | · | 11% | · | · | 18% | 11 | · |
| O=C(c1ccoc1)N1CCCCCC1c1nnc(-c2ccccc2)o1 (centres undefined) | i | -18% | -18% | · | 3% | -9 | -26% |
| Cc1cccc(CSc2nc(-c3cccc(C)c3)nc3c2Cc2c(CO)cnc(C)c2O3)c1 | · | 3% | · | · | 6% | 7 | · |
| CCC(C)NC(=O)c1ccc(Cn2c(=O)c3cccn3c3cccnc32)cc1 (centres undefined) | · | -10% | · | · | ? | 27 | · |
| COc1cccc(CN2c3ccccc3-c3nc(SCC(=O)Nc4ccccc4Cl)ncc3S2(=O)=O)c1 | · | -2% | · | · | -18% | -3 | · |
| O=C(NCCOc1ccccc1)c1cnc2c(c1)N(C(=O)Cc1ccc(O)cc1)CCC2 | 0%[88.5 µM] | 3%[87.6 µM] | ? | ? | 57%[activator][87.6 µM] | 12 | ? |
| CCc1cc2c(cc3c(=O)n(CC(=O)N4CCC(C)CC4)nc(CC)n32)s1 | · | 2% | · | · | 18% | -10 | · |
| CCOCCCNC(=O)c1ccc(NC(=O)N2CCCCc3ccccc32)cc1 | · | 1% | · | · | 18% | -11 | · |
| COc1cccc(CNC(=O)C2CCCN2Cc2ccc(-c3cncnc3)cc2)c1 (centres undefined) | i | ? | ? | · | -21% | -3 | -23% |
| O=C(NCc1ccc(F)cc1)c1nc(-c2cccnc2)c2ccccn12 | -9% | -18% | ? | · | 0% | -6 | ? |
| COCCOCC(=O)N1CCC(N2C[C@H](OC)[C@@H]2c2cccnc2)CC1 | i | 6% | -17% | · | -18% | 18 | 3% |
| O=c1[nH]nc2n1CCN(C1CCSCC1)CC2 | i | 6% | -11% | 0% | -11% | -11 | -17% |
| CCOc1ccc(NC(=O)CN2C(=O)CC(C)Sc3ccccc32)cc1 (centres undefined) | · | 5% | · | · | -21% | -2 | · |
| Cc1ccccc1C(=O)NC1CCCN(c2cc(-c3ccc(F)cc3)[nH]n2)C1 (centres undefined) | 4% | -22% | ? | -8% | 33%[activator] | 13 | ? |
| CCOc1cc(C(=O)Nc2ccc3oc(-c4ccc(CC)cc4)nc3c2)cc(OCC)c1OCC | · | 4% | · | · | -10% | 2 | · |
| O=C(NCCNC(=O)c1ccc(-c2cccc(C(F)(F)F)c2)cc1)Nc1ccc(Cl)cc1 | · | · | -28% | · | · | 5 | -31% |
| COCCCNC(=O)c1ccc2nccn2c1 | ? | 2%[87.6 µM] | -16%[138 µM] | · | -12%[87.6 µM] | 5 | -13%[172 µM] |
| COCCOCC(=O)N1CCCC(c2nc(-c3ccccc3)no2)CCNC(=O)CC1 (centres undefined) | i | 4% | -6% | 4% | 14% | 26 | 1% |
| COc1cccc(OC)c1Cn1nnc2c(=O)[nH]c(C3CCN(C(=O)c4ccccc4)CC3)nc21 | · | 19% | · | · | 16% | -6 | · |
| CN(CCc1noc(C2CN(C(=O)c3ccncn3)C2)n1)C(=O)C1CC1 | i | 2% | -5% | -10% | 2% | -11 | -1% |
| Cc1ccc(CNC(=O)N2CCCCCCN(C)C(=O)[C@@H]3CCC[C@@H]32)cc1 | i | -7% | -10% | -12% | 0% | -2 | ? |
| O=C(Cc1cccc(F)c1)NC1CCN(C(=O)N2CC3CC(C2)[C@H]2CCCC(=O)N2C3)CC1 (some centres undefined) | i | 2% | i | 11% | 6% | -3 | -1% |
| CCCNC(=O)C(NC(=O)c1ccccc1C)C1CCN(C(=O)C2CCCC2)CC1 (centres undefined) | i | -1% | -29% | 3% | 4% | 7 | 1% |
| CCOc1ccc(NC(=O)C2CCN(c3nnc(-n4c(C)ccc4C)s3)CC2)cc1 | · | -10% | · | · | -14% | 3 | · |

Continued (3 carried over from the part before).
| Structure | GPT2 inhibitor | SNCA viab count | 3T3 cytotox | Luciferase inh | SNCA expr inh | IP6K1 inhibitor | HEK cytotox |
| --- | --- | --- | --- | --- | --- | --- | --- |
| O=C(Cc1cccc(F)c1)NC1CCN(C(=O)N2CC3CC(C2)[C@H]2CCCC(=O)N2C3)CC1 (some centres undefined) | i | 2% | i | 11% | 6% | -3 | -1% |
| CCCNC(=O)C(NC(=O)c1ccccc1C)C1CCN(C(=O)C2CCCC2)CC1 (centres undefined) | i | -1% | -29% | 3% | 4% | 7 | 1% |
| CCOc1ccc(NC(=O)C2CCN(c3nnc(-n4c(C)ccc4C)s3)CC2)cc1 | · | -10% | · | · | -14% | 3 | · |
| O=C(NC1CCCc2c1cnn2-c1ccc(F)cc1F)c1c(F)cccc1Cl (centres undefined) | -36% | -5% | ? | -20% | 9% | 12 | 35µM* |
| O=C(CO[C@H]1CN(Cc2ccc(C(=O)O)cc2)C[C@H]1F)Nc1ccccc1O | -16%[88.5 µM] | 2%[87.6 µM] | i | 0%[172 µM] | 14%[87.6 µM] | 6 | i |
| COCC1CN(C)CC12CCN(C(=O)COc1cccc(C)c1)CC2 (centres undefined) | i | 1% | ? | 0% | -1% | 13 | ? |
| COc1cccc(-c2cc(C(=O)Nc3cc(Cl)ccc3O)on2)c1 | · | 5% | · | · | 63%[activator] | 11 | · |
| CCOc1ccccc1CN1CC(CO)C2(CCNCC2)C1 (centres undefined) | i | 2%[12.5 µM] | -23% | -13% | -12% | 6 | -22% |
| COc1ccc(-c2noc([C@@H]3CCCN3C(=O)c3ccccc3Cl)n2)cc1OC | i | -2% | -27% | -3% | 40%[activator] | -3 | ? |
| COc1ccc(-c2ccccc2C(=O)NCC2CCCCC2)nn1 | · | · | -27%[138 µM] | · | · | 4 | ? |
| CC(C)Oc1ccc(CNC(=O)C2(Cc3cccnc3)CCCCC(=O)N2)cc1 (centres undefined) | -12% | -1% | -24% | ? | 4% | 8 | ? |
| COc1ccc(C2CC(=O)N(Cc3cccc(C)c3)c3c2c(C)nn3-c2nc(C)cc(C)n2)c(OC)c1 (centres undefined) | · | ? | · | · | -5% | -4 | · |
| CNC(=O)N1CCC(C2CCN(S(=O)(=O)c3ccc(F)cc3)C2)CC1 (centres undefined) | ? | 0%[12.5 µM] | -10% | -4% | 3% | 1 | -19% |
